GSK3A inh: inhibitors of human GSK-3 alpha kinase. P49840. 320,000 tested, 0.1% active. ADP-Glo luminescence, 60 min. inhibition, % at 10 µM. AID 2650;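 in the data active = inhibition above about 50%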;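 note: GST-tagged GSK-3 alpha with peptide substrate and 25 µM ATP; 0% = DMSO neutral wells and 100% = GW8510 positive control wells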
Target sequence (P49840 whole entry, looked up): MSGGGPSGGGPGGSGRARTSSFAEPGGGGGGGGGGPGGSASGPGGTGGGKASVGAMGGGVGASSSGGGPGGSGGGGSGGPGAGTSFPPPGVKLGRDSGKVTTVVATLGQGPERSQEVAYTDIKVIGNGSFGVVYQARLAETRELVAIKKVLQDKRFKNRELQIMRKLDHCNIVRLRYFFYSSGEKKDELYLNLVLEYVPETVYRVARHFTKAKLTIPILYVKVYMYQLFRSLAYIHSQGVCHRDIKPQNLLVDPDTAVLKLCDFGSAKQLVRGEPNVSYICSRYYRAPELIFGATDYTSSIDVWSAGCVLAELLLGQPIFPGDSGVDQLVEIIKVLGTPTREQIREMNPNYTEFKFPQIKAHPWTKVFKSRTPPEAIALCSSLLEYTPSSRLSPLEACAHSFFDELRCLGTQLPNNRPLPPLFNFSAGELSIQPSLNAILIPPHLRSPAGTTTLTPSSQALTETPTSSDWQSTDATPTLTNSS
IEC-6 tox: IEC-6 cytotoxicity, counter-screen for KLF5 inhibitors; 290,000 tested, 0.78% active; luminescence viability; inhibition, % at 5 µM; in the data active = inhibition above about 22%;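 note: 0% = plate median of test compound wells and 100% = cytotoxic reference compound wells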
HSF-1 act: increases HSF-1 driven luciferase reporter signal | NIH3T3-HGL HSF-1 luciferase reporter, MG132, 8 h; 100% = twice DMSO control signal | activation, % at 9 µM | 300,000 tested, 1.7% active;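 active = mean replicate activation of at least 50% with a set share of replicates each reaching 50%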;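 note: 0% = median of the neutral control wells and 100% = twice that signal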
DYRK1A inh: blocks rat Dyrk1A kinase activity; Q63470; ADP-Glo luminescence, NFATc1 peptide; inhibition, % at 12.5 µM; 310,000 tested, 0.43% active; in the data active = inhibition above about 50%;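 note: plate controls were vehicle with enzyme for no effect and no enzyme for full effect; many of its hits are not listed in these tables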
HSP90 refold inh: HSP90 refolding inhibition in rabbit reticulocyte lysate; inhibition, % at 5.6 µM; 290,000 tested, 0.91% active; luciferase refolding luminescence, 3 h;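 active = inhibition above the screen-wide mean plus 3 SD, computed separately per campaign, cut at about 16% in these data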;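 note: 0% = DMSO wells and 100% = 60 µM geldanamycin wells; inhibitors lower the luminescence because luciferase stays unfolded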
KLF5 inhibitor: suppresses KLF5 promoter-driven expression; DLD-1 KLF5 promoter-luciferase reporter, luminescence; inhibition, % at 5 µM; 290,000 tested, 0.23% active; AID 1700;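 active = inhibition above a per-plate limit of that plate's mean compound inhibition plus 3 SD, cut at about 60% in these data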;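 note: 0% = DMSO wells and 100% = LY294002 at 200 µM; higher means less KLF5 promoter-driven luciferase light; inactives centre near -14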
aSyn 5UTR inh: 5' untranslated region of α-synuclein, MLPCN primary screen. alpha-synuclein 5'UTR reporter, inhibitor activity. inhibition, % (tested at 7.5 µM). 300,000 tested, 0.82% active. AID 1813; in the data active = inhibition above about 60%;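 note: H4 neuroglioblastoma cells stably carrying SNCA 5'UTR luciferase fusion; 0% = DMSO wells and 100% = positive control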
GSK3beta inhib: inhibitors of human GSK3beta kinase; P49841; GST-GSK3beta kinase, ADP-Glo luminescence, 60 min; stronger effect = lower value; activity score (negative = inhibition), % at 10 µM; 300,000 tested, 0.038% active;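 active = more than half of replicate wells score below -50%, meaning over 50% inhibition versus plate controls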;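 note: 0% = median DMSO wells and -100% = median GW8510 positive control wells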
Target sequence (P49841 whole entry, looked up): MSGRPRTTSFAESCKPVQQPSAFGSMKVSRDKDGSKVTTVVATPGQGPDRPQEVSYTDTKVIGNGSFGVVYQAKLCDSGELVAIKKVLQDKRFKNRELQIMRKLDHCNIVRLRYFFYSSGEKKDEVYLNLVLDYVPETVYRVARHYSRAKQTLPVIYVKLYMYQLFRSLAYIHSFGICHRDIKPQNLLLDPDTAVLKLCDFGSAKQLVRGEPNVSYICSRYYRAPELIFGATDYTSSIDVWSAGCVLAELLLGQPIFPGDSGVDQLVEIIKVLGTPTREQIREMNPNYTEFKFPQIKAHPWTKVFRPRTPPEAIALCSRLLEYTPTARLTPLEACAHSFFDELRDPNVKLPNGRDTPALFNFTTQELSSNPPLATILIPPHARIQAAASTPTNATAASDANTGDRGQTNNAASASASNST
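Test system: GST-fused GSK3beta enzyme, cell-free | Quantity: 1.6 ng GST-GSK3beta enzyme per well | Reagent: 25 µM ATP with peptide substrate | Schedule: 60 min enzyme reaction, room temperature | Signal: Luminescent ADP-Glo measurement of ADP formed | Read-out basis: Score relative to plate controls | Control set: DMSO and 20 µM GW8510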
Platelet DG rel: platelet dense granule release activity; 300,000 tested, 0.22% active; AID 1663; human platelet-rich plasma, SFLLRN dense granule ATP release, luminescence; inhibition, %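 (compounds screened at 7.5 µM in platelet-rich plasma)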;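 active = mean replicate score, as percent of positive control, at or above 50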
HSF1 inhib: HSF1 inhibition | AID 2098 | activity change, negative = inhibition, % at 7.5 µM (by protocol) | NIH3T3-HGL HSE-luciferase, MG132-induced, luminescence 8 h; stronger effect = lower value | 300,000 tested, 0.77% active;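 active = more than half of replicate wells show activity change below -50%, luminescence cut by over half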;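 note: luciferase reports HSF-1 transcriptional activity via heat shock element; 0% = median of DMSO wells and -100% = zero luminescence signal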
* = called active by the depositor; . = no result given. The list is partial. The share of hits here may be higher or lower than overall.

SMILES | GSK3A inh | IEC-6 tox | HSF-1 act | DYRK1A inh | HSP90 refold inh | KLF5 inhibitor | aSyn 5UTR inh | GSK3beta inhib | Platelet DG rel | HSF1 inhib
COc1ccc(C2=NNC(c3ccco3)=Nc3ccc(F)cc32)cc1 | 3 | -2 | 6 | -2 | 4 | -8 | 23 | 2 | -1 | 2
O=C(c1cc(C2CC2)nc2ccccc12)N1N=C(C(F)F)CC1(O)C(F)F (stereo not drawn) | 0 | -1 | 18 | -1 | -2 | -42 | 26 | 0 | 1 | -3
O=C1COc2ccc(C(=O)COC(=O)C3CC(O)CN3S(=O)(=O)c3ccc(Cl)cc3)cc2N1 (stereo not drawn) | -2 | 4 | -8 | -2 | 0 | 7 | 23 | 2 | 0 | -1
O=C(NCCN1CCN(c2ccccc2)CC1)Nc1ccccc1Cl | -1 | -5 | -2 | -2 | -3 | -11 | 4 | 0 | -1 | 2
O=C(Nc1c[nH]c2c(Cl)cccc2c1=O)N1CCN(c2ccccn2)CC1 | -1 | -3 | 2 | 4 | -1 | -50 | -6 | -1 | -1 | 2
COc1cc(CNC(C)C)c(Br)cc1OC1CCCC1 | 2 | 1 | 18 | -8 | -1 | -24 | 4 | -3 | -4 | 20
Cc1ccccc1NC(=O)c1cccc2c1C(=O)N(C1CCCCC1)C2 | -2 | -7 | -6 | 2 | -6 | -6 | 12 | 2 | -6 | -2
Cc1ccc(Sc2c([N+](=O)[O-])c(C)nn2C)cc1 | -1 | -2 | 18 | 0 | 0 | -10 | -12 | 3 | -9 | -5
CCC1CCCCN1C(=O)CCNC(=O)Cn1cnc2ccccc2c1=O (stereo not drawn) | 0 | -7 | -4 | 3 | -3 | -25 | 7 | -2 | -1 | -3
CN(C)CCNC(=O)C1(O)c2cc(Br)ccc2NC(=O)N1c1ccc(Cl)cc1 (stereo not drawn) | 1 | 3 | -11 | . | -2 | -34 | -12 | 1 | 2 | 3
Cc1cc(NC(=O)c2ccc([N+](=O)[O-])cc2)no1 | 6 | 2 | 6 | -1 | 2 | -87 | -130 | 3 | 1 | -3
O=c1[nH]c2ccccc2cc1-c1nnn(-c2ccc(F)cc2)n1 | -1 | -2 | 24 | -2 | -4 | -74 | -103 | 3 | -2 | 12
CC1=CC(=C2C(=O)c3ccccc3C2=O)C=C(C)N1Cc1ccco1 | -2 | 8 | 38 | 4 | 2 | -155 | -217 | 0 | -8 | 19
COc1cc(OC)cc(C(=O)Nc2ccc(N(C)C)c3ccccc23)c1 | 1 | 4 | 8 | -3 | 1 | -34 | 5 | 0 | -3 | 2
Cc1ccc(/C=C/C(=O)N2CCC(Cc3ccccc3)CC2)cc1 | 1 | 7 | 6 | -1 | 6 | -25 | 9 | 1 | -19 | 0
COc1ccc(-c2[nH]nc3oc(=O)cc(C)c23)cc1 | 0 | 4 | -12 | 7 | 9 | -23 | 6 | -5 | -2 | 3
CCCn1c2ccccc2c2cc(C(=O)O)ccc21 | -1 | 2 | 14 | 14 | 2 | -3 | 14 | 2 | 14 | 4
CCC(Oc1ccccc1)C(=O)Nc1ccc(C)c(S(=O)(=O)N2CCOCC2)c1 (stereo not drawn) | 1 | . | 1 | 15 | . | . | 10 | 1 | -4 | -3
O=C1Cc2cc(S(=O)(=O)Nc3ccccc3Cl)cc3c2N1CCC3 | 0 | -6 | 13 | -4 | -1 | -30 | 11 | 6 | 5 | 3
Cc1ccc(Nc2nc(Cl)nc(NC3CCCCC3)n2)cc1 | 0 | 1 | 31 | -2 | -1 | -54 | -53 | 2 | -4 | 3
Cc1[nH]n(-c2ccccc2)c(=O)c1CCOC(=O)c1ccc(C(F)(F)F)cc1 | 4 | -6 | -4 | -4 | 1 | -21 | 5 | 0 | 0 | 3
COCCNC(=O)CCc1c(C)nc2c(-c3ccc(F)cc3)c(C)nn2c1C | -2 | 3 | -3 | 5 | 1 | -44 | 1 | 1 | 16 | -2
COc1cc2nc(NC(=O)c3ccccc3)sc(=O)c2cc1OC | . | 13 | 35 | 6 | 1 | 2 | 33 | 3 | 1 | 3
Cc1c(C(=O)Nn2cnnc2)oc2ccccc12 | -1 | 1 | -17 | -1 | -3 | -47 | 11 | -3 | 7 | -2

A portion of the results above, for reference:
SMILES | GSK3A inh | IEC-6 tox | HSF-1 act | DYRK1A inh | HSP90 refold inh | KLF5 inhibitor | aSyn 5UTR inh | GSK3beta inhib | Platelet DG rel | HSF1 inhib
COCCNC(=O)CCc1c(C)nc2c(-c3ccc(F)cc3)c(C)nn2c1C | -2 | 3 | -3 | 5 | 1 | -44 | 1 | 1 | 16 | -2
COc1cc2nc(NC(=O)c3ccccc3)sc(=O)c2cc1OC | . | 13 | 35 | 6 | 1 | 2 | 33 | 3 | 1 | 3

(list continues)
SMILES | GSK3A inh | IEC-6 tox | HSF-1 act | DYRK1A inh | HSP90 refold inh | KLF5 inhibitor | aSyn 5UTR inh | GSK3beta inhib | Platelet DG rel | HSF1 inhib
CCc1ccc(NC(=O)Cn2cnc([N+](=O)[O-])c2)cc1 | -3 | -2 | 2 | -5 | -1 | -21 | 5 | . | -3 | 1
Cc1c(OCC(=O)NCCCn2ccnc2)ccc2c3c(c(=O)oc12)CCCC3 | 1 | -1 | 57* | 1 | 2 | -19 | -23 | 2 | 0 | 30
O=C(NC1CCCC1)C(c1c(F)cccc1Cl)N(C(=O)c1csnn1)C1CC1 (stereo not drawn) | -1 | -7 | 7 | -7 | -3 | 24 | 8 | . | 22 | 1
CCOc1cc2ccccc2cc1C(=O)Nc1ccccn1 | 1 | 5 | -4 | -4 | -1 | -99 | -48 | 1 | -1 | -1
O=C(O)Cc1csc2ccccc12 | 0 | 0 | -4 | 4 | -6 | -51 | -5 | -1 | -6 | -1
CCn1c(=NC(=O)c2cccc(N3C(=O)CCC3=O)c2)sc2c(OC)ccc(OC)c21 | 4 | 3 | -48 | 3 | 8 | -4 | -4 | -2 | 4 | -34
COc1cc(C2=NOC(C(=O)N3CCCc4ccccc43)C2)cc(OC)c1OC (stereo not drawn) | . | 6 | 20 | 5 | 1 | -2 | 20 | -5 | 1 | 1
COc1ccc(CCC(=O)N2CCN(c3ccc([N+](=O)[O-])cc3)CC2)cc1OC | 1 | -1 | -9 | . | -4 | -31 | -14 | 1 | 8 | -4
COc1ccc(C(=O)NCCS(=O)(=O)NC(C)c2ccccc2)cc1 (stereo not drawn) | -1 | . | -3 | -5 | . | . | 10 | -2 | 11 | -2
COc1cc(NC(=O)C2CC2C)c(C(=O)O)cc1OC (stereo not drawn) | -3 | 3 | 18 | 42 | 3 | -17 | 12 | 2 | -1 | -2
CCCC(=O)c1c(NCCO)cc(C)oc1=O | -1 | 11 | 1 | 1 | 8 | -18 | 11 | 0 | 3 | -2
COc1ccc(C(=O)OCC(=O)NC(C)CCc2ccccc2)c(OC)c1 (stereo not drawn) | 1 | -4 | 11 | -1 | 2 | -3 | 19 | -1 | -2 | -4
O=C(NNc1ncnc2c1cnn2-c1cccc(Cl)c1)c1ccco1 | 1 | -1 | 64* | -5 | 3 | -27 | -158 | 1 | -8 | 24
CCC(C)NC(=O)c1ccc(C(=O)c2ccccc2)cc1 (stereo not drawn) | -1 | -4 | 26 | 4 | 2 | -8 | -17 | -1 | 0 | 3
O=C(COC(=O)c1ccco1)Nc1ccc2c(c1)OCCO2 | . | -4 | . | 12 | 1 | -2 | 9 | -5 | 1 | .
O=C(c1ccco1)N1CCN(CCOc2ccccc2)CC1 | -1 | -1 | -38 | 0 | 6 | -11 | -29 | 2 | -1 | -22
COc1ccc(S(=O)(=O)N(C)C)cc1NC(=O)CSc1nc(N)cc(N)n1 | 3 | 2 | 3 | -11 | 1 | -4 | 13 | 1 | 4 | 1
CCOC(=O)c1[nH]c2ccc(OC)cc2c1NC(=O)CN1CCN(c2ccccn2)CC1 | 1 | 1 | -10 | . | 0 | -12 | 28 | 2 | -3 | -9
CCOC(=O)C1=NN(C(=O)c2ccc(OC)cc2)C(O)(c2ccc(Cl)cc2)C1 (stereo not drawn) | -1 | -3 | 80* | -1 | 2 | -6 | -15 | -3 | 2 | 53
COCC(C)n1c(SCC(=O)N2CCc3ccccc3C2)nc2ccccc2c1=O (stereo not drawn) | -4 | 7 | 4 | 5 | 3 | -12 | 18 | 1 | 5 | 4
O=C(c1cc(C(=O)c2ccco2)cc(C(=O)c2ccco2)c1)c1ccco1 | 2 | 4 | 2 | -2 | -1 | -19 | 14 | 0 | 1 | 3
CCn1c(SCC(=O)c2ccc3c(c2)OCCO3)nnc1C(C)C | 1 | 4 | . | -5 | 5 | -24 | . | . | . | .
CN1CCN(c2ccccc2NC(=O)c2ccc([N+](=O)[O-])o2)CC1 | 3 | 8 | 20 | 6 | -4 | -4 | 17 | 1 | 2 | 10
Cc1nn(C(=O)c2ccccc2)c2c1C(=O)CC(C)(C)C2 | -1 | -6 | 13 | 1 | -1 | -8 | 32 | 0 | 1 | -3
CCOC(=O)c1nc(N)sc1C(=O)OCC | -1 | 5 | -8 | 3 | 2 | -24 | -4 | 0 | 3 | 0
COc1ccc(CN2CCN(Cc3ccccc3F)CC2)cc1OC | -6 | -2 | -13 | . | 1 | -26 | 18 | -4 | 6 | -7
COc1ccc(C(=O)O)cc1NC(=S)NC(=O)C(c1ccccc1)c1ccccc1 | -3 | -6 | 20 | -6 | -1 | -8 | -11 | 1 | 10 | 5
COc1cccc(NC(=O)CSc2nnc(NC(=O)C3CCC3)s2)c1 | -2 | 0 | -6 | 4 | 2 | 14 | 11 | -1 | -8 | -7
C=CCNc1nnnc2c1sc1nc(N3CCOCC3)c3c(c12)CCCC3 | 8 | -2 | -75 | -4 | -1 | -21 | 28 | 0 | 11 | -68*
Cc1nc(C)c(C(=O)N/N=C/c2cc(Br)ccc2O)s1 | 1 | 2 | 22 | 1 | -1 | 16 | 22 | -1 | -3 | 17
COc1ccc(Cn2nc(C(=O)O)c3ccccc3c2=O)cc1F | 1 | 1 | 7 | -3 | 1 | -49 | 19 | -4 | 0 | 2
CC(=O)N1CCN(c2ccc(NC(=O)c3ccccc3Br)cc2Cl)CC1 | -2 | 0 | 6 | -3 | 0 | 6 | 10 | 3 | -2 | -1
O=C(C1CCN(S(=O)(=O)c2ccc(-n3cnnn3)cc2)CC1)N1CCCCC1 | 0 | 6 | 5 | 6 | -2 | -45 | 10 | 0 | 7 | 3
COc1nccc(C(F)(F)F)c1C(=O)NC(=O)Nc1c(C)cccc1C | -2 | -2 | 9 | -12 | 2 | -19 | 12 | 1 | -8 | 2
O=C(Nc1ccc(Nc2ccccc2)cc1)c1ccc(Br)cc1 | -5 | 0 | 10 | -7 | -1 | -21 | -24 | 1 | 3 | 2
CCOc1cc(C2C(C#N)=C(N)Oc3n[nH]c(C)c32)ccc1OCCN1CCOCC1 (stereo not drawn) | -4 | -3 | 21 | -5 | -1 | -21 | 16 | 0 | -2 | 1
O=C(CCc1ccccc1)NNC(=O)c1ccccn1 | 0 | 7 | -6 | 1 | 1 | -11 | 27 | 1 | 17 | -1
Cc1cccc(N(C(=O)Cc2cccs2)C(C(=O)NCc2ccco2)c2ccncc2)c1 (stereo not drawn) | -1 | 5 | 28 | -4 | -1 | -23 | 9 | -7 | 0 | 36
O=C(Nc1nnc(SCC(=O)N2CCOCC2)s1)c1ccccc1 | -3 | -2 | -16 | 0 | 2 | -65 | -52 | 2 | 8 | -5

Source: PubChem BioAssay (several laboratories)
